Compound activity: PubChem BioAssay, several laboratories
Efflux pump mplx: blocks antifungal efflux pumps in multiplex yeast assay; S. cerevisiae Candida pump triplex, Nile Red efflux; inhibition, % at 10 µM; actives 0.44% (n = 330,000);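 active = plate passing quality check with inhibition over a set limit, or well fluorescence over plate mean plus 4 SD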;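 also: Nile Red retained in pooled yeast measured as flow cytometry median fluorescence; 0% = buffer negative control and 100% = Enniatin B positive control; higher means more Nile Red kept so more efflux inhibition; some compounds called inactive have numbers as strong as hits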
VLA-4 inh: inhibition in a human VLA-4 binding assay; actives 0.2% (n = 330,000); inhibition, % (about 7 µM as worked out from the volumes in the protocol); AID 2557; VLA-4 expressing cells, ligand binding flow cytometry; in the data active = inhibition above about 50%
PME-1 inh: PME-1 (human) inhibition; actives 0.53% (n = 320,000); recombinant PME-1, FP-Rh probe fluorescence polarization; Q9Y570; inhibition, % at 5.9 µM;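 active = inhibition above the campaign mean of all compounds plus 3 SD, cut at about 26% in these data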;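 also: competitive labeling of PME-1 active site by serine hydrolase directed probe; 0% = PME-1 with DMSO and 100% = wells lacking PME-1 enzyme; inhibitors block probe labeling so polarization falls and inhibition rises; many of its hits are not listed in these tables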
GRK2 aptamer HTS: inhibitors of human GRK2 displacing RNA aptamer; P25098; bead flow cytometry, FAM-aptamer displacement from GRK2; inhibition of aptamer binding, % at 10 µM; actives 0.59% (n = 330,000); AID 488847;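 active = inhibition of aptamer binding above 40%, roughly 3 SD of noise, on plates passing a quality check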;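 also: median bead fluorescence of bound FAM aptamer so fluorescent compounds give negative values; no value below 0 was filed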
Target sequence (P25098 whole entry, looked up): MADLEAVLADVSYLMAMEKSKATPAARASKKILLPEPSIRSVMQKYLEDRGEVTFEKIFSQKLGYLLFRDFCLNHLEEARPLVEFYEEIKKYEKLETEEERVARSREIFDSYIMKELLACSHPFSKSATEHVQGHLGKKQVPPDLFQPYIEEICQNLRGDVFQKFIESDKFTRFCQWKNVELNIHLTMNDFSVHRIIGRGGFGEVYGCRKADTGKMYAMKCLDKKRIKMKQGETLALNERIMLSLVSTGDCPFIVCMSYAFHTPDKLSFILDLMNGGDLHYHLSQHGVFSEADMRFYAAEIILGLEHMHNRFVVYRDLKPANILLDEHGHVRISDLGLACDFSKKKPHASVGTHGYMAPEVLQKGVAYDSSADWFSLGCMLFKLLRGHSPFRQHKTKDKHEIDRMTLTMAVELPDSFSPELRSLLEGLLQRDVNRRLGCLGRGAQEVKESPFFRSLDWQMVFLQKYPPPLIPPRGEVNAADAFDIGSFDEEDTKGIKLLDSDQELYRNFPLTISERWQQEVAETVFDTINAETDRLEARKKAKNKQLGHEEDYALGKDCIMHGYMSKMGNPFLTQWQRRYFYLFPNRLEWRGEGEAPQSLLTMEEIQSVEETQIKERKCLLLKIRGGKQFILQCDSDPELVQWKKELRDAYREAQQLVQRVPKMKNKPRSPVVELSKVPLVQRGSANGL
Bcl-xL primary: inhibitors of human Bcl-xL | inhibition, % at 10.9 µM | Q07817 | GST-Bcl-xL / FITC-Bim BH3 peptide fluorescence polarization | actives 0.7% (n = 320,000) | AID 2129;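 active = inhibition above the mean of all tested compounds plus 3 SD, cutoff set per campaign, cut at about 30% in these data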;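 also: 0% = DMSO wells and 100% = unlabeled Bim-BH3 peptide competitor; inhibitors lower millipolarization by displacing the labeled peptide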
Fam108B inh: blocks mouse Fam108B hydrolase in RBBP9 counter-screen; recombinant Fam108B, FP-Rh probe fluorescence polarization; inhibition, % at 9.51 µM; actives 0.33% (n = 300,000); AID 1947;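 active = inhibition above the screen mean inhibition plus 3 SD, computed separately per campaign, cut at about 18% in these data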;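 also: inhibitors lower polarization as less probe binds the enzyme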
MEX-5 binding: C. elegans MEX-5 TCR-2 RNA binding activity. AID 1832. MEX-5/FITC-TCR2 RNA binding, fluorescence polarization; active compounds read low. Q9XUB2. actives 0.38% (n = 300,000). activity score (negative = inhibition of binding), % at 10 µM;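 active = inhibition past about -25% in most replicates, and total fluorescence under double the plate's negative control median, limit read from the data; inconclusive = replicates evenly split on the limit, or fluorescence at least double controls; inactive = too little inhibition in most replicates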;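 also: 0% = DMSO and -100% = 5 µM competing unlabeled TCR2 RNA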
GLD-1 TGE inh: GLD-1-TGE RNA interaction inhibition (C. elegans); Q17339; purified GLD-1 + fluorescein TGE RNA, fluorescence polarization; inhibition, % at 5.96 µM; actives 0.44% (n = 320,000);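 active = percent inhibition above a per-plate cutoff, the plate mean of test compounds plus 3 SD, cut at about 30% in these data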;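 also: 0% = DMSO wells with GLD-1 and probe and 100% = wells lacking GLD-1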
MCL1 BIM primary: inhibitors of human MCL1 binding to BIM-BH3 peptide; actives 0.68% (n = 320,000); GST-MCL1 / FITC-Bim-BH3 fluorescence polarization; inhibition, % at 10.9 µM; AID 2057; Q07820;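 active = inhibition above the mean inhibition of all tested compounds plus 3 SD, set per campaign, cut at about 40% in these data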;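 also: 0% = DMSO wells and 100% = unlabeled Bim-BH3 peptide control; higher means more loss of mP so more displacement of Bim peptide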
Target sequence (Q07820 whole entry, looked up): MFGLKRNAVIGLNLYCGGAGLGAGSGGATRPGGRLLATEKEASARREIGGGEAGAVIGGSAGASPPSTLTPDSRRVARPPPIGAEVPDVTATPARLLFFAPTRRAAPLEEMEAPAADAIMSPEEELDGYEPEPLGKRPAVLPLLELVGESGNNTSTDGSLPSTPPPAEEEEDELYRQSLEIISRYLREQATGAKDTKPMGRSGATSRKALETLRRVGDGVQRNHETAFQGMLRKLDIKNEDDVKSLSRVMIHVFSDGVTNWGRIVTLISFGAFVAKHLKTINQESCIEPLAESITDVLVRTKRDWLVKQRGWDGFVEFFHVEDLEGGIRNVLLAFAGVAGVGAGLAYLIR
The depositor's hits bear a star; u = inconclusive; x = no result given.

SMILES	Efflux pump mplx	VLA-4 inh	PME-1 inh	GRK2 aptamer HTS	Bcl-xL primary	Fam108B inh	MEX-5 binding	GLD-1 TGE inh	MCL1 BIM primary
CC(=O)Nc1cccc(NC(=O)c2ccc3[nH]c(C)c(C)c3c2)c1	-0.1	-7.9	-0.8	0.0	1.2	2.1	-0.1	-3.9	-10.9
C=CCNC(=O)O/N=C/c1csc([N+](=O)[O-])c1	-0.1	25.2	-1.2	2.0	6.7	0.9	-1.8	-1.5	-0.7
OCCC1CN(Cc2cccn2-c2ncccn2)CCN1Cc1ccccc1 (stereo not drawn)	0.3	0.0	-0.9	3.0	-0.9	3.1	0.6	3.3	-3.0
Cn1c(SCC(=O)NCc2ccccc2)nc2c([nH]c3ccccc32)c1=O	-0.1	-9.7	-6.9	0.0	-1.8	-1.6	0.8	-6.5	5.9
COC(=O)c1ccc(C2C(C(=O)c3ccco3)=C(O)C(=O)N2c2cc(C)on2)cc1 (stereo not drawn)	0.0	1.3	-0.9	0.0	3.1	-1.0	-1.9	5.7	-6.9
COc1cc2ccccc2nn1	0.0	-0.9	-7.7	1.0	2.7	2.2	3.0	-5.2	6.7
CCOC(=O)CNC(=O)CSc1nnc(Cn2c(=O)sc3ccccc32)n1-c1ccccc1C	0.8	32.1	0.0	2.0	0.4	4.3	x	7.6	-6.0
CCC(C)NC(=O)CN(c1cc(Cl)ccc1OC)S(C)(=O)=O (stereo not drawn)	0.3	11.0	5.5	4.0	3.1	-0.4	1.3	4.4	6.1
CCOC(=O)c1c(NC(=O)CSc2nc3cc(Cl)ccc3s2)sc(C(C)=O)c1C	-0.1	6.7	-5.3	0.0	-5.5	-7.1	-0.4	-6.7	-12.5
CCc1nnc(NC(=O)C2CCCN(c3nc(C)cc(C)n3)C2)s1 (stereo not drawn)	0.1	4.7	7.7	2.0	5.6	5.3	-2.0	9.9	5.3
CCOC(=O)C1=C(C)N=C2SC(C)C(=O)N2C1c1ccc(C(=O)OC)cc1 (stereo not drawn)	0.1	14.3	-4.2	0.0	1.8	-0.1	-0.4	0.5	7.1
COc1ccc(NC(=S)N(C(C)C)C2CCN(C(C)C)CC2)cc1Cl	0.0	-33.5	7.8	0.0	14.1	0.6	-3.6	3.3	16.5
Cc1onc(-c2ccccc2Cl)c1C(=O)NCCN1CCOCC1	-0.1	9.7	0.8	0.0	2.6	0.5	-0.3	-5.1	6.4
Cc1nn(Cc2ccccc2Cl)c(C)c1C(=O)N(C)CC(=O)Nc1cccc(F)c1	-0.1	43.0	5.5	0.0	0.4	x	x	5.3	-0.2
COc1ccccc1N1Cc2ccc(OC)c(OC)c2C1=O	0.1	21.6	-2.7	0.0	0.5	-5.1	1.0	1.1	-0.6
CCOC(=O)c1sc(N2C(=O)C(O)=C(C(=O)c3ccco3)C2c2cccc([N+](=O)[O-])c2)nc1C (stereo not drawn)	0.4	30.1	-20.9	4.0	8.6	-3.5	2.2	2.8	4.0
Cc1scc(C(=O)NCc2ccco2)c1-c1ccccc1	0.2	5.2	-3.1	3.0	7.0	-0.5	1.1	3.8	7.0
COCC(C)NC(=O)Cc1ccc(Cl)cc1 (stereo not drawn)	0.2	-0.8	1.5	0.0	1.4	2.0	2.2	-0.5	3.5
COc1ccc(NC(=O)N(CCC(C)C)C(C)c2ccccn2)c(OC)c1 (stereo not drawn)	0.1	-1.5	-0.2	0.0	3.9	2.3	1.4	5.6	3.5
CN1CC(=O)NC1=NC(=O)c1cc(F)c(F)cc1Cl	0.0	7.2	5.9	0.0	-4.4	-1.5	0.4	-4.6	0.7
Cc1ccc(CCSc2ccc(F)cc2)cn1	0.2	7.8	1.7	1.0	2.8	-0.5	-0.7	7.4	3.8
COc1cccc(N(CC(=O)N2CCCCCC2)S(C)(=O)=O)c1	0.0	15.8	2.0	0.0	1.6	-2.4	2.2	6.1	0.2
COc1ccccc1OCCNC(=O)c1ccc(C)c(S(=O)(=O)N2CCOCC2)c1	-0.1	-7.9	0.5	31.0	6.7	4.3	0.8	1.1	4.5
Cc1cc(C)cc(N(C(=O)C(F)(F)F)C(C(=O)NC2CCCCC2)c2cccs2)c1 (stereo not drawn)	0.0	-2.6	3.0	2.0	5.2	0.5	2.9	1.2	8.5
Cc1ccc(N(C(C)C(=O)Nc2ccc(S(=O)(=O)N3CCOCC3)cc2)S(C)(=O)=O)cc1 (stereo not drawn)	0.2	-4.3	-0.4	2.0	-3.6	0.8	1.2	-5.5	-14.2
CCOC(=O)c1cccc(NC(=O)CSc2nnc(-c3ccoc3C)n2CCOC)c1	-0.1	-1.2	-2.1	0.0	0.2	2.4	0.9	2.2	-2.5
O=C(O)c1cc(=O)c2cc(Cl)ccc2o1	0.0	28.2	-3.8	0.0	-4.1	0.0	0.8	-2.0	-2.7
CC(=O)NC12CC3CC(C1)CC(C(=O)Nc1nc4ccc(S(C)(=O)=O)cc4s1)(C3)C2	0.1	6.2	1.7	0.0	-5.1	-2.6	0.8	1.4	-7.8
CCN(CC(=O)Nc1ccccc1C(F)(F)F)C(=O)CCS(=O)(=O)c1ccc(C)cc1	0.1	1.0	-3.5	2.0	4.3	-0.1	-0.9	6.3	1.5
Cc1ccc(N2C(=O)C3C4CC(=O)C(c5ccccc54)C3C2=O)cc1 (stereo not drawn)	-0.2	3.6	-1.4	3.0	10.4	5.0	-0.8	12.1	6.6
COc1cccc(N2CC(C(=O)Nc3ccc(C(=O)OC(C)C)cc3)CC2=O)c1 (stereo not drawn)	0.0	-4.8	-2.0	73.0*	6.8	6.3	1.5	4.4	6.4
CC1CC(C)CN(c2cc(N(C)CCO)c([N+](=O)[O-])c3nonc23)C1 (stereo not drawn)	0.0	1.6	-6.8	0.0	-2.6	-4.9	3.1	-3.4	-13.1
Cc1nc([N+](=O)[O-])cn1CCC#N	-0.1	20.6	-3.4	0.0	5.5	0.1	-2.3	3.4	-0.2
CCN1CCN(CCNC(=O)c2ccc(/C=C3/Sc4ccccc4N(Cc4cccc(Cl)c4)C3=O)cc2)CC1	-0.1	-7.6	-12.3	0.0	4.0	-9.6	1.8	-0.7	1.6
Cc1cc(C)c2[nH]c(=O)c(CN(Cc3ccco3)C(=O)C3CCCO3)cc2c1 (stereo not drawn)	0.0	-1.3	-2.6	1.0	7.9	1.7	-6.6	1.7	7.0
CCOc1cc(NS(=O)(=O)c2ccc(OC)cc2)c(OCC)cc1NC(C)=O	0.1	-0.1	13.7	5.0	2.4	0.2	-0.4	1.7	4.9
CCSc1sccc1C1C(C#N)=C(N)N(c2cccnc2)C2=C1C(=O)CC(C)(C)C2 (stereo not drawn)	0.4	3.8	3.6	1.0	4.0	-4.6	1.1	11.5	4.3
Nc1nc(CSc2ccccn2)nc(Nc2ccccc2)n1	0.0	-11.3	-5.6	1.0	10.0	3.6	-0.5	2.2	2.5
COCCNC(=O)CN1C(=O)c2cccc3cccc1c23	0.2	2.8	2.2	0.0	-0.5	4.3	0.8	-5.1	5.1
COc1cccc(C(=O)NC2CCN(CC(=O)Nc3nccs3)CC2)c1	-0.2	-4.0	2.5	4.0	4.5	1.4	0.9	-4.5	1.7
CC(Cl)C(=O)Nc1cc(C(C)(C)C)nn1-c1ccccc1 (stereo not drawn)	-0.2	5.6	-4.5	0.0	-1.2	-3.8	2.7	3.4	-0.9
Cc1c(C)c(C)c(S(=O)(=O)NCCc2ccccn2)c(C)c1C	0.0	-21.9	-7.6	0.0	4.4	-6.3	-1.0	1.6	4.7
CCOC(=O)NC(NC(=O)OCC)C(=O)c1ccc(F)cc1	0.0	3.3	1.5	1.0	2.6	0.7	1.8	1.1	4.1
Cc1cc(C)cc(NC(=O)Cn2nnc(C(=O)NCCc3ccccc3)c2N)c1	0.0	31.4	-38.1	0.0	-8.5	-23.1	1.1	-1.1	-14.0
Clc1ccc(CNc2ccc(CNc3ncn[nH]3)cc2)c(Cl)c1	-0.1	3.7	11.1	0.0	5.5	4.1	11.3	4.9	7.6
CC1CCCCC1NC(=O)CSc1ccc([N+](=O)[O-])cc1 (stereo not drawn)	0.1	5.0	4.3	0.0	5.0	0.8	-2.1	6.1	3.6
O=C(c1ccccc1)c1ccccc1N1C(=O)C=CC1=O	-0.1	25.0	2.9	0.0	9.5	0.0	0.3	13.2	22.2
CC1(O)c2ccccc2C(=O)N1Cc1ccccc1 (stereo not drawn)	0.1	-3.6	-5.3	0.0	2.0	2.7	1.0	0.9	4.0
O=C(CN(C(=O)CNS(=O)(=O)c1ccccc1)c1ccc(F)cc1)NCc1ccco1	0.1	-9.1	1.0	1.0	4.3	-0.1	2.5	0.4	6.3
c1cnc(-c2noc(CN3CCN(C4CCCC4)CC3)n2)cn1	0.0	11.5	8.0	0.0	-0.5	1.6	5.1	-5.7	1.9
CC(=O)Nc1ccc(S(=O)(=O)Nc2cccc3cccnc23)cc1	-0.2	0.6	3.9	1.0	-2.5	-0.5	0.6	-7.7	-3.5
CC1CCN(C(=O)CSc2ccc(-c3ccc4c(c3)OCCO4)nn2)CC1	0.1	-3.2	-7.6	2.0	-1.7	-1.6	1.5	1.8	2.8
COCCOC(=O)C1=C(C)NC(=S)NC1c1cccs1 (stereo not drawn)	-0.1	-1.6	-5.7	0.0	12.2	2.0	1.4	1.8	1.1
COc1ccc(/C=C2/SC(c3ccc(C)cc3)=NC2=O)cc1OC	0.3	-29.4	5.8	1.0	-56.0	4.3	u	-62.7	-95.1
CCOc1cc(C2C3=C(CCCC3=O)OC3=C2C(=O)CCC3)cc([N+](=O)[O-])c1O	-0.2	-0.6	0.8	0.0	1.9	4.7	-0.7	5.0	8.0
CC1CCN(S(=O)(=O)c2ccc(NC(=O)CSc3nnnn3C)cc2)CC1	0.3	4.0	11.7	0.0	5.2	-0.5	-1.8	3.8	4.3
CC(=O)N(CC(=O)Nc1nn(-c2ccccc2)nc1C(N)=O)Cc1ccccc1	0.0	-4.0	-5.6	0.0	-1.8	0.6	-1.3	-3.1	-4.0
O=C(O)C1CCCN1C(=O)Nc1ccc(Cl)cc1 (stereo not drawn)	0.1	-9.8	2.1	4.0	4.3	9.2	-1.3	-3.0	4.0
CS(=O)(=O)N1CCN(c2ncccn2)CC1	-0.3	22.3	-3.8	0.0	11.0	3.4	-2.1	12.4	3.7
Cc1nc2ccccc2c2oc(C(=O)N3CCN(c4ccc([N+](=O)[O-])cc4)CC3)cc12	0.1	5.1	-6.2	0.0	4.3	0.8	-4.4	-3.4	3.3

Further structures follow.
SMILES	Efflux pump mplx	VLA-4 inh	PME-1 inh	GRK2 aptamer HTS	Bcl-xL primary	Fam108B inh	MEX-5 binding	GLD-1 TGE inh	MCL1 BIM primary
CCOc1ccc(OCC)c(NC(=O)C2CCCN(c3nc(C)cc(C)n3)C2)c1 (stereo not drawn)	-0.1	-2.1	-1.1	1.0	5.8	-0.1	-2.3	4.1	7.7
O=C(CC12CC3CC(CC(Br)(C3)C1)C2)NC1=NCCS1	0.0	4.9	1.2	3.0	-0.2	-2.9	-3.0	-2.7	1.2
O=C(NCc1ccc2c(c1)OCO2)c1ccccn1	0.1	9.3	-2.1	0.0	-3.0	1.0	-2.4	-3.8	-2.0
Cc1ccc(-c2ccc(S(=O)(=O)Nc3cccnc3)cc2)cc1	0.1	-2.9	-12.5	1.0	-0.3	-4.2	3.7	3.6	-2.0
O=C(CSc1nnnn1C1CCCC1)N1CCOCC1	0.1	5.6	3.0	0.0	4.2	-0.4	-0.1	2.6	6.1
CCOc1ccc(Nc2nc(Cc3nnc(SCC(=O)c4ccc(C)cc4)o3)cs2)cc1	-0.1	-3.6	0.5	3.0	4.2	4.0	2.2	-1.2	1.0

This is a subset (hit frequency here may not be typical).
